Bioassay records deposited in PubChem by National Center for Advancing Translational Sciences (NCATS).
APEX1 inh: qHTS Assay for Inhibitors of the Human Apurinic/apyrimidinic Endonuclease 1 (APE1) | recombinant APE1, TAMRA/BHQ-2 abasic DNA cleavage fluorescence | Potency, µM (titrated, usually from 65.8 µM), inactives show at the highest dose activity change, negative = inhibition, actives largely listed as inhibitors | actives 0.35% (n = 350,000);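 further: plate controls were vehicle for no effect and reference inhibitor for full effect; nearly all actives have a fitted effect of over 55% in size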
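Substrate: short duplex with […] THF abasic site, 5'-TAMRA and 3'-BHQ-2, 50 nM final. APE1 at 0.75 nM, preincubated 15 min RT with compound. Fluorescence increase from first to third read measured activity.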
BLM helicase inh: qHTS Assay for Inhibitors of Bloom's syndrome helicase (BLM); RecQ-like DNA helicase BLM (Homo sapiens), P54132; recombinant BLM DNA unwinding, fluorescence dequenching; Potency, µM (series often up to 56.1 µM), for the others: top-dose activity change, negative = inhibition, hits mostly inhibitors; actives 0.2% (n = 350,000); AID 2528, 2010;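 further: plate controls were vehicle for no effect and no enzyme for full effect; nearly all actives have a fitted effect of over 35% in size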
Target sequence (P54132 whole entry, looked up): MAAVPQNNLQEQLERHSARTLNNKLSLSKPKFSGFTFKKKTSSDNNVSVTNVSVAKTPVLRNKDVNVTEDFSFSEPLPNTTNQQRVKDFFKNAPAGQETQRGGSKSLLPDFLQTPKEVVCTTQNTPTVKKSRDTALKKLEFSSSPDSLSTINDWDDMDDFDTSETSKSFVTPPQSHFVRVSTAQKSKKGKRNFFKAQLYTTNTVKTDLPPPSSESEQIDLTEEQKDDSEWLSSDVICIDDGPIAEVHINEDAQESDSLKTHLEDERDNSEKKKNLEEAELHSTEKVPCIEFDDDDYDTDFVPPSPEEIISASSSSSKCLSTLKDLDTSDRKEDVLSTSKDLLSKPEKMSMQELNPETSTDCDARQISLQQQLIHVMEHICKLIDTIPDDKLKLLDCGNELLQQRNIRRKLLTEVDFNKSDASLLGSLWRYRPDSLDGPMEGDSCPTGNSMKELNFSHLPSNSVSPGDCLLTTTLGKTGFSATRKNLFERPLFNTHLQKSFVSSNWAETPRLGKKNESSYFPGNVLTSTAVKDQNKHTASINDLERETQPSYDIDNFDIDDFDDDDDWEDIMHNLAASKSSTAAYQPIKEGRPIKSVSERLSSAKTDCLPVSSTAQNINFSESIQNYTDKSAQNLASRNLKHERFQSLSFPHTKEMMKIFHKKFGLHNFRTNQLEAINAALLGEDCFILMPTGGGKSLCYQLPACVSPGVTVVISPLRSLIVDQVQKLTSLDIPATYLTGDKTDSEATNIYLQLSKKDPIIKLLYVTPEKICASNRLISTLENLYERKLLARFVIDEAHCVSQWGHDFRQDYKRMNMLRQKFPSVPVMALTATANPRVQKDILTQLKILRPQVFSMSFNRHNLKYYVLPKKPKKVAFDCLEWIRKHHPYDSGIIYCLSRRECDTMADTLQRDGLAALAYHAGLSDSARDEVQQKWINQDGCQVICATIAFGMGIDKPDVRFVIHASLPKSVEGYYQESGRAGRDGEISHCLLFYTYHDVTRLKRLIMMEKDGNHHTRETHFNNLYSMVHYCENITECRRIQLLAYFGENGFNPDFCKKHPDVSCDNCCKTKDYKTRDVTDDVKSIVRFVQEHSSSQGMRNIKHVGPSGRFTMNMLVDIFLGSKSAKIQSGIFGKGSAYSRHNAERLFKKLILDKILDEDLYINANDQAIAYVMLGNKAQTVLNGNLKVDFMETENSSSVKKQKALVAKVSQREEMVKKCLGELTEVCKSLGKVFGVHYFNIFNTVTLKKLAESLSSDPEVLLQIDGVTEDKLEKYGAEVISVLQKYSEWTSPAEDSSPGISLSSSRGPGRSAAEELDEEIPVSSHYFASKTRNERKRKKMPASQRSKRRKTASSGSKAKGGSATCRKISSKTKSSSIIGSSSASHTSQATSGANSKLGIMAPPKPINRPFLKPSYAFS
Apoferritin bind: qHTS Assay for Identification of Novel General Anesthetics; apoferritin/1-aminoanthracene competitive binding, fluorescence; Potency, µM (doses to about 77.5 µM), for the others: top-dose activity change, negative = displacement, hits mostly inhibitors; actives 0.074% (n = 350,000); further: on the % scale 0 is the no-effect control and ±100 the full control effect; nearly all actives have a fitted effect of over 20% in size
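Concentration-response curves derived by four-parameter Hill fitting of normalized fluorescence, where compounds displaced 1-AMA from 10 uM horse apoferritin following a brief 10 min room-temperature incubation; propofol titration acted as positive control.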
G9a inh: qHTS Assay for Inhibitors of Histone Lysine Methyltransferase G9a. Histone-lysine N-methyltransferase EHMT2 (Homo sapiens), Q96KQ7. G9a H3K9 monomethylation, AlphaScreen, 2 h. Potency, µM (top dose mostly 102 µM), without a hit: at the top dose activity, negative = inhibition, most hits filed as inhibitors. actives 8.8% (n = 350,000). AID 504332, 2011; further: on the % scale 0 is the no-effect control and ±100 the full control effect; nearly all actives have a fitted effect of over 75% in size
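Signal arises when biotinylated H3K9 peptide, once monomethylated, bridges streptavidin donor and antibody-captured acceptor beads. Enzyme at 20 nM was preincubated 15 min with test compounds; peptide 500 nM and SAM 20 uM then reacted for 2 h.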
Pol kappa inh: qHTS for Inhibitors of Polymerase Kappa. DNA polymerase kappa (Homo sapiens), Q9UBT6. purified Pol kappa, fluorescent DNA synthesis assay, 10 min. Potency, µM (top dose mostly 107 µM), for inactives: at the highest dose activity, negative = inhibition, most hits filed as inhibitors. actives 0.53% (n = 400,000). AID 588579, 2011; further: on the % scale 0 is the no-effect control and ±100 the full control effect
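Enzyme at 10 nM met test compounds for 15 min at room temperature. Substrate addition (50 nM final) began the reaction, which was monitored by fluorescence at 0 and 10 min.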
POLH inh: qHTS for Inhibitors of Polymerase Eta; DNA polymerase eta (Homo sapiens), Q9Y253; actives 1.2% (n = 390,000); Potency, µM (series often up to 114 µM), inactives show at the top dose activity change, negative = inhibition, actives largely listed as inhibitors; recombinant Pol eta, fluorescent DNA replication assay; AID 588591, 2011; further: on the % scale 0 is the no-effect control and ±100 the full control effect
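Pol eta (10 nM) was preincubated with compounds for 15 min at room temperature, after which fluorescent replication substrate (50 nM final) was added to start the reaction. Fluorescence was read kinetically at 0 and 10 min.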
Pol beta inh: qHTS Assay for Inhibitors of DNA Polymerase Beta | P06746 | Pol beta primer extension/strand displacement, fluorescence kinetic | Potency, µM (highest dose often 114 µM), for the others: top-dose activity change, negative = inhibition, hits mostly inhibitors | actives 1.3% (n = 340,000); further: on the % scale 0 is the no-effect control and ±100 the full control effect
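Curves were derived by four-parameter Hill fits of normalized qHTS data. The kinetic fluorescent primer-extension read was taken at 0 and 10 min after 50 nM substrate, following a 15 min room-temperature preincubation of 10 nM enzyme with compounds.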
POLI inh: qHTS for Inhibitors of Polymerase Iota. DNA polymerase iota (Homo sapiens), Q9UNA4. Pol iota fluorescent replication assay, 10 min. Potency, µM (doses to about 115 µM), without a hit: top-dose activity, negative = inhibition, usual class: inhibitors. AID 588590, 2011. actives 1% (n = 390,000)
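Fluorescent replication assay read twice, at 0 min and 10 min after adding 50 nM (final) substrate. Enzyme (10 nM) and compounds were first incubated 15 min at room temperature; enzyme-free buffer wells were negative controls.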
BAZ2B inh: qHTS Assay for Inhibitors of BAZ2B; AlphaScreen BAZ2B-H3K14Ac peptide displacement; Bromodomain adjacent to zinc finger domain protein 2B (Homo sapiens), Q9UIF8; Potency, µM (doses to about 114 µM), for the others: top-dose activity change, negative = inhibition, actives largely listed as inhibitors; actives 4.4% (n = 360,000); further: on the % scale 0 is the no-effect control and ±100 the full control effect; nearly all actives have a fitted effect of over 60% in size
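Inhibition is scored as reduced AlphaScreen emission. The BAZ2B/b-H3(5-23)K14Ac complex (50 nM each) in PBS pH 7.4, 0.01% Tween-20 meets compound (up to 110 uM) for 30 min at RT before bead addition.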
The depositor's hits bear a star; & = joins results of further samples; [ ] = dose if it differs, or a comment. The call rests on the fitted dose curve; in most records, active means well fitted curve in the direction sought with a large enough effect; inconclusive means small, poorly fitted or top-dose-only effect, or another doubt; inactive means no such curve, though single readings can be large; an effect the other way counts as inactive or inconclusive. Potency means the concentration at half of the fitted maximal effect.

`COc1ccc2[nH]cc(CCN=C(NC(=O)c3ccccc3F)Nc3nc(C)cc(C)n3)c2c1` gave BLM helicase inh -2%, Apoferritin bind 22%, G9a inh 20%[59 µM], Pol kappa inh 6%, POLH inh -19%, Pol beta inh 0%, POLI inh 13% and BAZ2B inh 4%.
Screening Cc1c(C)n(Cc2ccccc2)c2ccc(C(=O)NCc3ccccc3F)cc12 returned BLM helicase inh -7%, Apoferritin bind 10%, G9a inh inconclusive, Pol kappa inh -9%, POLH inh -8%, Pol beta inh 0%, POLI inh 2% and BAZ2B inh -22%.
Screening Cc1nnc(N2CCN(C(=O)Nc3cccc(C(F)(F)F)c3)CC2)c2nn(-c3ccccc3)c(C)c12 returned BLM helicase inh -5%, Apoferritin bind -3%, G9a inh 3%[59 µM], Pol kappa inh -4%, Pol beta inh 7%, POLI inh 2% and BAZ2B inh -14%.
For O=C(COc1cccc2ccccc12)NNC(=O)c1cnccn1 the results were APEX1 inh -5%, BLM helicase inh -14%, Apoferritin bind -6%, G9a inh -13%, Pol kappa inh 2%, POLH inh -16%, Pol beta inh 27%, POLI inh -3% and BAZ2B inh 7%.
Screening O=C(Cc1cccs1)NC1C(=O)N2C(C(=O)[O-])=C(C[n+]3ccccc3)CSC12 (stereo not drawn) returned BLM helicase inh -22%, Apoferritin bind -11%, G9a inh -43%[2.33 µM] and Pol kappa inh 3.5µM*.
O=C1C(=O)N(CNc2ccccn2)c2ccccc21 was read as APEX1 inh 14%, BLM helicase inh -8%, Apoferritin bind -8%, G9a inh -6%[0.0925 µM], Pol kappa inh -6%, POLH inh -10%, Pol beta inh 0%, POLI inh 24% and BAZ2B inh 7%.
Screening O=C(NCC(c1ccco1)S(=O)(=O)c1cccs1)c1ccc(Cl)cc1 (stereo not drawn) returned BLM helicase inh -1%, Apoferritin bind -1%, G9a inh -26%[59 µM], Pol kappa inh -9%[60.1 µM], Pol beta inh 0%, POLI inh 32%[activator] and BAZ2B inh -8%.
`Cn1c(=O)n(Cc2ccccc2)c(=O)c2c1nc1n2CCN1c1ccccc1` gave BLM helicase inh -1%, Apoferritin bind 4%, G9a inh -30%[59 µM], Pol kappa inh -13%, POLH inh -19%, Pol beta inh -16%, POLI inh 11% and BAZ2B inh -15%.
`CC(=O)Nc1cccc2c1C(=O)N(c1ccccc1C)C2=O` gave APEX1 inh -1%, BLM helicase inh -1%, Apoferritin bind -8%, G9a inh -4%, Pol kappa inh -7%, POLH inh -13%, Pol beta inh 24%, POLI inh 16% and BAZ2B inh 2%.
For CC(C(=O)c1ccc(-c2ccccc2)cc1)[n+]1cccc(Br)c1 (stereo not drawn) the results were APEX1 inh 38%, BLM helicase inh 0%, Apoferritin bind -14%, G9a inh -7%, Pol kappa inh -4%, POLH inh -12%, Pol beta inh inconclusive, POLI inh 4% and BAZ2B inh 4%.
`Cc1ccc(-n2nnnc2SCC(=O)c2c(N)n(CC(C)C)c(=O)n(C)c2=O)cc1` gave APEX1 inh 3%, BLM helicase inh -3%, Apoferritin bind 10%, G9a inh -17%[59 µM], Pol kappa inh -7%, POLH inh -10%, Pol beta inh 0%, POLI inh 48%[activator] and BAZ2B inh -3%.
CSc1nc2c(c(=O)[nH]c(=O)n2C)n1Cc1ccccc1 was read as APEX1 inh 26%, BLM helicase inh -1%, Apoferritin bind -1%, G9a inh -5%, Pol kappa inh -5%, POLH inh -17%, Pol beta inh -1%, POLI inh 112%[activator] and BAZ2B inh 2%.
Screening Cc1ccc(NC(=O)c2sc3nc(N)c(C#N)cc3c2N)cc1 returned APEX1 inh -1%, BLM helicase inh -7%, Apoferritin bind 12%, G9a inh 7.9µM*, Pol kappa inh -6%, POLH inh -32%, Pol beta inh inconclusive, POLI inh inconclusive and BAZ2B inh inconclusive.
For CCOC(=O)c1c(C)n(CCO)c2ccc(O)cc12 the results were APEX1 inh 12%, BLM helicase inh 3%, Apoferritin bind -2%, G9a inh 4%[59 µM], Pol kappa inh -6%, POLH inh -9%, Pol beta inh 37%, POLI inh 4% and BAZ2B inh 10%.
Screening Cc1ccc2[nH]cc(CCNC(=O)c3cccnc3)c2c1 returned APEX1 inh 26%, BLM helicase inh 2%, Apoferritin bind -9%, G9a inh 39%[12.7 µM], Pol kappa inh 12%, POLH inh 7%, Pol beta inh 2%, POLI inh 25% and BAZ2B inh 2%.
CC1(C(=O)NC2CCCCCC2)CCC(=O)N1Cc1ccc2c(c1)OCO2 (stereo not drawn) was read as APEX1 inh -1%, BLM helicase inh 1%, Apoferritin bind -7%, G9a inh -4%, Pol kappa inh -8%, POLH inh -1%, Pol beta inh 1%, POLI inh 6% and BAZ2B inh -4%.
For CCn1c(SCC(=O)NCC2CCCO2)nc2c(c1=O)SC(C)C2 (stereo not drawn) the results were APEX1 inh -8%, BLM helicase inh -1%, Apoferritin bind 0%, G9a inh 3%, Pol kappa inh -7%, POLH inh -4%, Pol beta inh 22%, POLI inh 3% and BAZ2B inh -2%.
O=C(NCc1ccncc1)c1ccc(S(=O)(=O)Nc2ccccc2)cc1 was read as APEX1 inh -5%, G9a inh 7%, Pol kappa inh -16%, POLH inh -10%, POLI inh 2% and BAZ2B inh 7%.
`Cc1c(C)c2c(OCC(=O)N3CCC(C(=O)O)CC3)cc3c(c2oc1=O)CCC(C)(C)O3` gave APEX1 inh 12%, BLM helicase inh -3%, Apoferritin bind 56%[activator], G9a inh 11%[12.7 µM], Pol kappa inh -5%, POLH inh -11%, Pol beta inh 24%, POLI inh 5% and BAZ2B inh -32%.
For Cc1ccc(CCNC(=O)Cn2c(-c3cccs3)cc3cc(F)ccc32)cc1 the results were BLM helicase inh -3%, Apoferritin bind 11%, G9a inh 2%[59 µM], Pol kappa inh 0%, POLH inh -16%, Pol beta inh -1%, POLI inh 56%[activator] and BAZ2B inh -9%.
For Cc1cccc(N2C(=O)CN=C2Nc2nc(C)cc(C)n2)c1 the results were APEX1 inh 1%, BLM helicase inh 1%, Apoferritin bind -7%, G9a inh 28%[12.7 µM], Pol kappa inh 0%, POLH inh -1%, Pol beta inh 24%, POLI inh 12% and BAZ2B inh 2%.
Screening NS(=O)(=O)c1ccc(CNC(=O)/C=C/c2ccccc2[N+](=O)[O-])cc1 returned APEX1 inh -2%, BLM helicase inh -13%, Apoferritin bind -9%, G9a inh inconclusive, Pol kappa inh -23%, POLH inh -4%, Pol beta inh -14%, POLI inh -9% and BAZ2B inh 1%.
`COC(=O)C1=C(C)N(Cc2ccccc2)C(=NCCc2c[nH]c3ccccc23)N[C@H]1c1ccccc1` gave APEX1 inh 23%&12%, BLM helicase inh 2%, Apoferritin bind -20%, G9a inh -28%[12.7 µM], Pol kappa inh 4%, POLH inh -19%, Pol beta inh 7%, POLI inh 49% and BAZ2B inh 56µM*.
For CN(Cc1cccnc1)Cc1cn(C)nc1-c1ccc(Oc2ccccc2)cc1 the results were APEX1 inh -5%, BLM helicase inh -2%, Apoferritin bind -11%, G9a inh 0%, Pol kappa inh -10%, POLH inh -16%, Pol beta inh -5%, POLI inh 10% and BAZ2B inh -16%.
`CCC(C(=O)OCC(=O)N(CCOC)c1c(N)n(Cc2ccccc2)c(=O)[nH]c1=O)c1ccccc1` (stereo not drawn) gave APEX1 inh 26%, BLM helicase inh -1%, Apoferritin bind -13%, G9a inh 33%, Pol kappa inh -25%, POLH inh -11%, Pol beta inh 15%, POLI inh 26% and BAZ2B inh -22%.
For COc1c(C)cccc1C(=O)Nc1ccc(N2CCOCC2)c(Cl)c1 the results were APEX1 inh -10%, BLM helicase inh 4%, Apoferritin bind -11%, G9a inh inconclusive, Pol kappa inh -1%, POLH inh -3%, Pol beta inh 11%, POLI inh -5% and BAZ2B inh 11%.
Screening CN(CC(=O)Nc1ccc(F)cc1)C(=O)c1cc(-c2ccco2)nc2ccccc12 returned APEX1 inh -33%, G9a inh -10%[0.501 µM], Pol kappa inh inconclusive, POLH inh 40µM*, POLI inh 16µM* and BAZ2B inh 40µM*.
Screening Cn1nc(C(F)(F)F)c2cc(C(=O)NC3CC3)sc21 returned APEX1 inh 9%, BLM helicase inh 0%, Apoferritin bind 12%, G9a inh -5%[59 µM], Pol kappa inh -8%, POLH inh -9%, Pol beta inh 6%, POLI inh 4% and BAZ2B inh -2%.
Screening O=C(CCCN1C(=O)CCC1=O)Nc1ccc2c(c1)OCO2 returned APEX1 inh 3%, BLM helicase inh -2%, Apoferritin bind 5%, G9a inh -12%[59 µM], Pol kappa inh -6%, POLH inh inconclusive, Pol beta inh -2%, POLI inh -5% and BAZ2B inh -4%.
COc1cccc(CC2(CO)CCN(Cc3cccn3-c3cccnc3)CC2)c1 was read as APEX1 inh -1%, BLM helicase inh -1%, Apoferritin bind -12%, G9a inh -10%, Pol kappa inh -2%, POLH inh 3%, Pol beta inh 23%, POLI inh -16% and BAZ2B inh -30%.
For CCc1cccc(C)c1NC(=O)CN(C)C1=NS(=O)(=O)c2ccccc21 the results were APEX1 inh 25%, G9a inh -3%[2.33 µM], Pol kappa inh 0%, POLH inh -8%, POLI inh -16% and BAZ2B inh -19%.

Of the compounds above, 2 contain a Cl atom.
Screening O=C(NCC(c1ccco1)S(=O)(=O)c1cccs1)c1ccc(Cl)cc1 (stereo not drawn) returned BLM helicase inh -1%, Apoferritin bind -1%, G9a inh -26%[59 µM], Pol kappa inh -9%[60.1 µM], Pol beta inh 0%, POLI inh 32%[activator] and BAZ2B inh -8%.
For COc1c(C)cccc1C(=O)Nc1ccc(N2CCOCC2)c(Cl)c1 the results were APEX1 inh -10%, BLM helicase inh 4%, Apoferritin bind -11%, G9a inh inconclusive, Pol kappa inh -1%, POLH inh -3%, Pol beta inh 11%, POLI inh -5% and BAZ2B inh 11%.

The list is partial. The share of hits here may be higher or lower than overall.
